High-throughput results (PubChem BioAssay)
Tb PGK inh: inhibitors of T. brucei phosphoglycerate kinase | P07378 | Potency, µM (titrated, usually from 57.5 µM), inactives show at the highest dose activity change, negative = inhibition, most hits filed as inhibitors | 380,000 tested, 0.043% active | PGK/GAPDH coupled, Kinase-Glo luminescence, 60 min | AID 602233; note: potency is the fitted concentration of half-maximal effect; % is set by controls: 0 for no effect and ±100 for the full control effect; nearly all actives have a fitted effect of over 60% in size
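Recombinant glycosomal PGK reaction used 1,3-bisphosphoglycerate generated in-well by GAPDH (100nM final) in 100mM TEA pH 7.6, 5mM MgCl2, 0.01% Tween-20. After 60 minutes at room temperature, ATP was read by Kinase-Glo Plus luminescence end-point.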
BAZ2B inh: BAZ2B (human) inhibition. 360,000 tested, 4.4% active. AlphaScreen BAZ2B-H3K14Ac peptide displacement. Q9UIF8. Potency, µM (doses to about 114 µM), without a hit: at the highest dose activity change, negative = inhibition, hits mostly inhibitors; note: potency is the fitted concentration of half-maximal effect; % is set by controls: 0 for no effect and ±100 for the full control effect; nearly all actives have a fitted effect of over 60% in size
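AlphaScreen luminescence quantifies BAZ2B engagement of H3K14Ac peptide; the protein and biotinylated peptide are both at 50 nM final, buffer PBS pH 7.4 with 0.01% Tween-20, all steps at room temperature.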
GLS inh: blocks human kidney-isoform glutaminase activity. Potency, µM (titrated, usually from 45.5 µM), for the others: at the highest dose activity change, negative = inhibition, hits mostly inhibitors. 410,000 tested, 0.21% active. AID 624170. GLS enzymatic activity, qHTS titration. O94925; note: potency is the fitted concentration of half-maximal effect; % is set by controls: 0 for no effect and ±100 for the full control effect
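Two-point fluorescence kinetic (t0, 30 min RT) for hKGA; glutamate detected via glutamate oxidase–HRP–Amplex Red. Substrate: 1 mM L-glutamine solution; buffer 45 mM KH2PO4, pH 8.2.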
JMJD2A Tudor: JMJD2A Tudor domain (human) inhibition; AlphaScreen JMJD2A-Tudor / H3K4me3 peptide binding; 390,000 tested, 4.4% active; Potency, µM (top dose mostly 114 µM), without a hit: top-dose activity change, negative = inhibition, usual class: inhibitors; O75164; note: potency is the fitted concentration of half-maximal effect; % is set by controls: 0 for no effect and ±100 for the full control effect; nearly all actives have a fitted effect of over 50% in size
HP1b binding inh: inhibitors of HP1-beta chromodomain binding to methylated histone tails | AlphaScreen HP1-beta / biotin-H3K9me3 peptide binding | Potency, µM (doses to about 114 µM), for the others: at the highest dose activity change, negative = inhibition, hits mostly inhibitors | 390,000 tested, 0.56% active | AID 540317; note: potency is the fitted concentration of half-maximal effect; nearly all actives have a fitted effect of over 70% in size; inactives centre near 23
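Compound inhibition of the preformed complex between 50 nM HP1-beta and 50 nM biotinylated H3K9me3 peptide was read by AlphaScreen. Buffer was PBS pH 7.4 with 0.01% Tween-20. Incubations ran 30 min at room temperature, with 10 ug/mL donor/acceptor beads.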
G9a inh: G9a (human) methyltransferase inhibition | AID 504332 | G9a H3K9 monomethylation, AlphaScreen, 2 h | Q96KQ7 | Potency, µM (doses to about 102 µM), inactives show at the highest dose activity, negative = inhibition, actives largely listed as inhibitors | 350,000 tested, 8.8% active; note: potency is the fitted concentration of half-maximal effect; % is set by controls: 0 for no effect and ±100 for the full control effect; nearly all actives have a fitted effect of over 75% in size
Target sequence (Q96KQ7 913-1193 limits assumed): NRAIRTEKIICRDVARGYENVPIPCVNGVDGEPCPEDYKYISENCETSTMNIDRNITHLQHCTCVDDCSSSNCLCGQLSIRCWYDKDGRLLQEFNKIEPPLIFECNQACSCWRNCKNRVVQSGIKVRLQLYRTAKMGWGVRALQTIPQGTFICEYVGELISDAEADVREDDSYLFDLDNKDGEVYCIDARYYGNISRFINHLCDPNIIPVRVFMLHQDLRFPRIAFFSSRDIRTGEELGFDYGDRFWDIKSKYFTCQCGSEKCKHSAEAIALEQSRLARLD
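AlphaScreen detection with an anti-monomethyl H3K9 antibody quantified product after a 2 h room-temperature reaction containing 500 nM biotinylated H3K9 peptide, 20 µM SAM and 20 nM enzyme, which had been preincubated 15 min with compound.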
PI4K2A inh: PI4K2A (human) kinase inhibition | Q9BTU6 | purified PI4K2A, ADP-Glo luminescence, 1 h; active compounds read low | activity change, negative = inhibition, % at 76.9 µM | 420,000 tested, 0.13% active | AID 1346378; in the data active = activity change below about -50%; inconclusive = mostly about -30% to -49%;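 note: -100% = wells without enzyme as full effect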
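In this quantitative HTS, ADP production by PI4K2A was quantified luminescently after 1 h at ambient temperature; 100 microM adenosine served as plate-quality control.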
ERG Ets-DNA blk: ERG Ets/DNA interaction inhibition; P11308; fluorescence polarization, His-ERG Ets domain / labelled DNA; Potency, µM (highest dose often 76.9 µM), inactives show at the highest dose FP activity, negative = inhibition, hits mostly inhibitors; 370,000 tested, 0.028% active; active = well fitted inhibition curve with a large enough effect in the polarisation, with a control signal flat; inconclusive = small, poorly fitted or top-dose-only effect, or effect the other way, or a change in a side signal; inactive = no such curve, though single readings can be large or run the other way; the % refers to the polarisation;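 note: polarization taken with two DNA probes labelled with fluorescein and Texas red; potency is the fitted concentration of half-maximal effect; % of control where 0% means no effect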
Target sequence (P11308 whole entry, looked up, the tested form may be a part): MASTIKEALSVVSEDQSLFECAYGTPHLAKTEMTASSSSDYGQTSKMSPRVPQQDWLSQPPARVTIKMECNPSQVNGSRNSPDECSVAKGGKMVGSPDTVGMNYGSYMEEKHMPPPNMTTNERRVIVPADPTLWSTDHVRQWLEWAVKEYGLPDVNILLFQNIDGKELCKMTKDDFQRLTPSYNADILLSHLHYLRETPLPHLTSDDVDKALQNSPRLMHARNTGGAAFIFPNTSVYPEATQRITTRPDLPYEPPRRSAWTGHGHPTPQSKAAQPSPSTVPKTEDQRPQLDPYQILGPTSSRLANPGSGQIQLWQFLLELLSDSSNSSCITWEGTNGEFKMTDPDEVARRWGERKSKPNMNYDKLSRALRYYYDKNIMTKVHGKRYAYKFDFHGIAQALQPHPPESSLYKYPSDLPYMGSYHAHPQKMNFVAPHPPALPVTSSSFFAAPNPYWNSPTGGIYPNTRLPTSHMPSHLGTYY
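His-tagged ERG Ets domain (1 uM in the protein solution; 300mM KCl, 50mM Tris-HCl, 1mM EDTA, 1mM DTT, pH 7.5) received compound, then a probe mix of 5 nM fluorescein-DNA and 100nM Texas-615-DNA. Fluorescence polarization was read for both dyes.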
Pin1 inh: inhibitors of human Pin1 | 390,000 tested, 0.009% active | Potency, µM (doses to about 115 µM), for the others: at the top dose activity, negative = inhibition, most hits filed as inhibitors | Pin1 FP peptide displacement, HiFluor488, 10 min; active = well fitted inhibition curve with a large enough effect in the polarisation, with a control signal flat, not every such curve was filed as active; inconclusive = small, poorly fitted or top-dose-only effect, or effect the other way, or a change in a side signal; inactive = no such curve, though single readings can be large or run the other way; the % refers to the polarisation; note: potency is the fitted concentration of half-maximal effect; % is set by controls: 0 for no effect and ±100 for the full control effect
Target sequence (Q13526 whole entry, looked up): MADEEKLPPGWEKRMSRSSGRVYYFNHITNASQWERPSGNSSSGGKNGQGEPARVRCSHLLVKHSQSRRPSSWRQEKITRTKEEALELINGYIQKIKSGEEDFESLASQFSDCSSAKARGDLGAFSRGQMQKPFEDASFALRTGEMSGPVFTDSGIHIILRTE
Numbers without * were called inactive; i = inactive; ? = inconclusive; nt = no result given; & = joins results of further samples; [ ] = another dose, or the depositor's remark. Unless noted, calls come from the whole dose curve; as a rule, active = well fitted curve in the direction sought with a large enough effect; inconclusive = small, poorly fitted or top-dose-only effect, or another doubt; inactive = no such curve, though single readings can be large; an effect the other way counts as inactive or inconclusive.

mol	Tb PGK inh	BAZ2B inh	GLS inh	JMJD2A Tudor	HP1b binding inh	G9a inh	PI4K2A inh	ERG Ets-DNA blk	Pin1 inh
Nn1c(SCC(=O)NC(=O)Nc2ccc3c(c2)OCCO3)nnc1C1CC1	-1%	-30%	-4%	3%	37%	-9%	0	-8%	-8%
O=C(c1cccc(Cl)c1)N1CCCC(c2ccc(Cl)cc2)=N1	4%	44%[activator]	0%	28%	63%[activator]	65%[activator][59 µM]	-4	nt	8%
COc1ccc(/C=C/C(=O)OCC(=O)NC2CCCCC2C)c(OC)c1 (stereo unspecified)	-7%	8%	3%	-16%	19%	-12%[2.33 µM]	-7	-6%	0%
Nc1nc(Sc2ccc(C(F)(F)F)cc2[N+](=O)[O-])n[nH]1	2%	-1%	3%	-9%	36%	-8%[12.7 µM]	0	-5%	4%
CC[C@]12c3[nH]c4ccc(Cl)cc4c3CCN1C(=O)[C@@H](CC(=O)NC/C=C(\C)CCC=C(C)C)C[C@@H]2C(=O)N1CCN(C(=O)c2ccco2)CC1	-1%	nt	-4%	-22%	17%	nt	-4	1%	14%
CC[C@H](C)[C@H](NC(N)=O)C(=O)NCCc1ccc(Cl)cc1	5%	-13%	0%	2%	31%	-4%	1	2%	-5%
Cc1cccc(-c2nc3scc(CCNS(=O)(=O)c4c(C)noc4C)n3n2)c1	-3%	0%	-18%	-7%	26%	3%[59 µM]	-3	-7%	3%
Cc1ccc(C)c(NC(=O)CN(C)C(=O)c2cccc(S(=O)(=O)N3CCN(Cc4ccccc4)CC3)c2)c1	5%	-14%	2%	-34%	-21%	21%[12.7 µM]	3	12%	2%
CC(C)c1ccc(NC(=O)C2CCCN(S(=O)(=O)c3cccc4cccnc34)C2)cc1 (stereo unspecified)	-8%	2%	3%	-6%	31%	1%[59 µM]	-1	-1%	5%
CC1CCCC(C)N1S(=O)(=O)c1ccc(S(=O)(=O)NCCc2ccncc2)cc1 (stereo unspecified)	i	11%	0%	-24%	16%	?	-2	nt	3%
COc1ccc(C(=O)NCC(c2ccc3c(c2)OCO3)N2CCN(c3ccc(OC)cc3)CC2)cc1 (stereo unspecified)	0%	?	1%	?	2%	6.3µM*	-4	3%	-5%
Cc1ccc(-n2c(SCC(=O)c3c(N)n(C4CC4)c(=O)[nH]c3=O)nnc2N2CCOCC2)cc1	3%	-2%	-4%	-5%	21%	-37%	-1	3%	5%
CCOC(=O)c1cc(OC(=O)c2cccc([N+](=O)[O-])c2)n(-c2ccccc2)n1	0%	?	20%	-25%	19%	?	-3	3%	-6%
Cc1ccccc1NC(=S)N(CCc1c(C)[nH]c2ccc(F)cc12)Cc1ccncc1	-6%	nt	-6%	?	-8%	?	2	-5%	0%
Cc1ccc(N(C(C)C(=O)Nc2ccccc2C(=O)N2CCOCC2)S(C)(=O)=O)cc1C (stereo unspecified)	-3%	10%	4%	-6%	12%	-6%[12.7 µM]	6	-7%	-1%
CC1CCN(c2ccc3nnc(CCC(=O)NCc4ccco4)n3n2)CC1	-1%	-19%	2%	-15%	30%	23%	0	-3%	-1%
Cc1ccc(O)c(-c2cc3ccccc3[nH]2)c1	1%	45µM*	9%	?	?	?	0	-7%	2%
COC(=O)c1ccc(N2NC(=O)/C(=C/c3ccc(-c4ccc(Cl)c(C(=O)O)c4)o3)C2=O)cc1	?	50µM*	?	56µM*	?	18µM*	-14	4%	nt
Cc1cccc(S(=O)(=O)Nc2ccc(-c3nc4ccc(C)cc4s3)cc2)c1	i	10%	9%	-14%	29%	27%[59 µM]	-1	2%	57%[activator]
CCCCC[n+]1ccn(C2=C([O-])c3ccccc3C(=O)/C2=N\S(=O)(=O)c2ccc(Br)cc2)c1	-4%	-38%	-25%	-28%	31%	?	-11	0%	?
COc1ccc(C=O)cc1CN1CCCN(Cc2ccc(Cl)cc2)S1(=O)=O	-7%	9%	1%	2%	21%	12%	2	-7%	8%
C[C@@H](Nc1nc(-c2ccccc2)nc2c1oc1ccccc12)C(=O)O	nt	-8%	6%	-15%	21%	-3%[59 µM]	6	1%	-2%
Cn1c(N)c(C(=O)COC(=O)c2nc(Cl)ccc2Cl)c(=O)n(C)c1=O	-4%	-3%	1%	-20%	26%	3%	3	7%	-3%
CC(=O)c1ccc(N2CCN(S(=O)(=O)c3c(C(=O)N4CCCCC4)c(C)n(C)c3C)CC2)cc1	5%	?	-1%	-18%	52%[activator]	nt	7	-5%	-1%
COC(=O)CCCC1=CC2=C(c3ccccc3)C(=O)C(C)(OC(=O)C3CCCC3)C(=O)C2=CN1CCc1ccccn1 (stereo unspecified)	0%	-13%	8%	-22%	15%	14%[12.7 µM]	-5	8%	-19%
CCOC(=O)c1ccccc1NC(=O)COC(=O)C1CC(=O)N(CCc2ccccc2)C1 (stereo unspecified)	-1%	-8%	1%	-14%	24%	1%	-9	5%	-6%
Cc1cccc(Cn2c(SCc3ccc(C(=O)NC4CCCC4)cc3)nc3cccnc32)c1	i	-12%	8%	-23%	21%	-32%[59 µM]	-4	1%	34%[activator]
FC(F)(F)c1nnc2sc(-c3ccco3)nn12	-5%	-4%	nt	13%	28%	-3%[59 µM]	5	3%	0%
CCCN1/C(=C(/C#N)C2=NS(=O)(=O)c3ccccc32)N(C)c2ccccc21	0%	nt	-8%	-23%	27%	9%[59 µM]	0	nt	0%
C=CCn1c(SCC(=O)Nc2ccc3c(c2)OCO3)nnc1-c1ccccc1	-5%	-7%	4%	-18%	8%	-8%	-2	5%	27%

(cont.)
mol	Tb PGK inh	BAZ2B inh	GLS inh	JMJD2A Tudor	HP1b binding inh	G9a inh	PI4K2A inh	ERG Ets-DNA blk	Pin1 inh
O=C(Nc1cc(C(F)(F)F)ccc1N1CCCC1)c1ccc2c(c1)OCO2	-8%	-20%	15%	-20%	51%[activator]	45µM*	-2	-9%	2%
CCOC(=O)c1cc(C)n(Cc2ccccc2)c1C	-4%	?	0%	-30%	17%	10%	3	-8%	-1%
O=C(CN1CCCCC1)Nc1nc(-c2ccccc2)cs1	-8%	-2%	-4%	?	-12%	20%	1	1%	-18%
N#Cc1cccc(CSc2nnc(CCCO)n2-c2ccccc2)c1	-10%	3%	-4%	-12%	38%	-2%	2	-13%	-2%
O=C(NC(Cc1ccc(O)cc1)C(=O)O)c1ccc2c(c1)OCO2 (stereo unspecified)	-7%	-4%	26%	2%	39%	-13%[12.7 µM]	0	-2%	-9%
COCC(C)NCc1cccc(C)c1 (stereo unspecified)	-9%	-10%	6%	1%	53%[activator]	8%[0.501 µM]	5	-5%	-10%
NC(=O)c1ccccc1NC(=S)NC(=O)CCc1ccccc1	-9%	-6%	-3%	79µM*	?	4.5µM*	1	2%	-10%
Cc1ccccc1-c1nc(CN2CCCC2c2ccc(F)cc2)c(C)o1 (stereo unspecified)	-8%	-8%	11%	-16%	26%	-28%	2	-4%	?
CC(C)(C)n1nnnc1C(c1cc2cc3c(cc2[nH]c1=O)OCCO3)N1CCSCC1 (stereo unspecified)	-7%	1%	14%	-21%	29%	27%	-4	nt	1%
CC(C)Oc1cccc(C(=O)NC(=S)Nc2ccc(N3CCN(C)CC3)cc2)c1	1%	40µM*	29%	50µM*	?	nt	5	-1%	-1%
Cc1cccc(C)c1NC(=O)CNC(=O)Cc1ccccc1[N+](=O)[O-]	3%	9%	-4%	-3%	19%	3%[59 µM]	-3	-3%	-2%
O=c1cc(-c2ccc(O)c(O)c2)oc2ccc3ccccc3c12	-22%	?	14%	-24%	-17%	56µM*	-7	-4%	20%
Cc1nc(NC(=S)NC(=O)c2cccs2)sc1C(=O)N(C)C	-4%	-17%	11%	-35%	18%	?	3	1%	1%
O=C(Nc1nccs1)C1CC=CCC1 (stereo unspecified)	-5%	3%	-3%	-7%	52%[activator]	9%	4	-7%	4%
COc1cc2c(cc1OC)CN(C(=O)CCCOc1ccc(Cl)cc1Cl)CC2	3%	15%	8%	-29%	-6%	-92%	2	6%	-6%
C#CCOc1ccc2c(C)cc(=O)oc2c1	7%	-17%	-4%&1%	-1%	59%[activator]	23%[59 µM]	1	2%	2%
CC/C(Cc1ccccc1)=N/NC(=O)CNC(=O)c1ccc(Cl)cc1Cl	-10%	-13%	3%	-19%	25%	13%	3	-5%	-4%
CC1(C)Cc2cccc(OCC(=O)Nc3ccccc3N3CCOCC3)c2O1	-9%	12%	5%	-9%	42%[activator]	-4%	-2	2%	-3%
CCN1CC(CN(C)Cc2nc(Cc3ccccc3)no2)CC1=O (stereo unspecified)	1%	1%	-3%	-10%	37%[activator]	10%	-3	-6%	-5%
CC(=O)NCCc1nc2ccccc2[nH]1	-9%	-3%	-5%	1%	46%[activator]	-12%[59 µM]	-4	6%	0%
Cc1ccc(NC(=O)c2cc(-c3ccccc3)nn2-c2ccccc2)cc1	i	-7%	-6%	-6%	63%[activator]	20%[59 µM]	-1	-1%	1%
O=C(CC1CCOCC1)Nc1ccc(Cl)c(Cl)c1	-5%	-15%	-11%	0%	26%	40µM*	-5	15%	0%
COc1ccc(NC(=O)CSc2ccc3nnc(CCNC(=O)c4ccccc4)n3n2)cc1OC	8%	-5%	5%	-10%	14%	nt	2	11%	-5%
